Assay outcomes from PubChem.
ARNT TACC3 PPI: disrupts binding between human ARNT and TACC3; Q9Y6A5; AlphaScreen His-ARNT PAS-B/GST-TACC3 binding, luminescence; TACC3 fragment carries E629A point mutation; inhibition, % at 9.99 µM; 0.66% of 390,000 active;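 active means mean inhibition of replicates at least 50% and at least half of replicates each reaching 50%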;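 further: 0% = complete ARNT plus TACC3 wells and 100% = ARNT alone without TACC3; many hits fall short of the cut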
Cneo AK release: causes C. neoformans cell lysis; adenylate kinase release luminescence, 4 h; normalised: neutral wells 0, clomiphene wells 100; lysis activity, % at 15 µM; 0.2% of 360,000 active; AID 651654;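 active means mean lysis activity across replicates of at least 80%, whatever share of replicates individually reach that level; inactive means mean lysis activity below 80%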
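Assay system: log-phase C. neoformans yeast / Quantity: yeast cell density of 5 × 10^6 cells/mL / Medium: fresh YPD growth medium / Compound: single dose / Timing: static 4 h at 37 °C with compound, 1 h detection / Measured by: adenylate kinase release luminescence / Read-out: lysis from increased AK signal / Benchmarks: Clomiphene as positive lysis control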
Statin myotox sup: protects C2C12 myotubes from simvastatin toxicity; ATP luminescence, 48 h; scaled: DMSO 0, geranylgeraniol control 100; rescue of ATP level, % at 7.49 µM; 0.78% of 330,000 active; AID 602340;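 active means mean ATP rescue above about 67%, or every replicate alone reaching that limit, limit read from the data, passing the limit was not always enough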;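 further: myotubes were challenged with 10 µM simvastatin during compound exposure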
PAX8 inh HTS: inhibitors of PAX8 transcriptional activity in RMG-I cells; RMG-I TPO-luciferase reporter, SteadyGlo, 24 h; inhibition, % at 12.6 µM; 1.2% of 360,000 active;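 active means mean replicate inhibition at least 60% with every replicate also reaching 60%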;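 further: luciferase light reporting Pax8 driven TPO promoter activity; plate controls were median of neutral control wells for no effect and mitoxantrone controls for full effect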
PGC1a acetyl inh: modulators of PGC1a acetylation. U2OS PGC1a acetylation, AlphaScreen anti-acetyl-lysine; with virally co-expressed GCN5 acetyltransferase. inhibition, % at 15.6 µM. 0.17% of 350,000 active. AID 651687;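 active means every replicate shows inhibition of at least 40%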;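 further: 0% = neutral control wells and 100% = positive control wells; some results beyond the cut were filed as inactive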
PglD DTNB: blocks C. jejuni PglD acetyltransferase activity | 0.098% of 360,000 active | AID 602405 | purified PglD enzyme, DTNB colorimetric CoA detection | inhibition, % at 12.5 µM; in the data active means inhibition above about 16%, passing the limit was not always enough; further: strong numbers were not always called active
LGR2 inh: Drosophila LGR2 receptor signaling inhibition. HEK293 LGR2, CRE-luciferase, bursicon-stimulated, 4 h. inhibition, % at 9.99 µM. 0.35% of 380,000 active. AID 720647;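 active means drop in luminescence signal, shown as inhibition above about 50% in the replicate tests, limit read from the data, passing the limit was not always enough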;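 further: agonist challenge used bursicon conditioned medium at about half maximal strength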
GSIS activator: GLuc luminescence reporter in INS-1E cells, primary screen for activators of glucose-dependent secretion of insulin; INS-1E GLuc reporter insulin secretion, 2-3 h; activation, % at 16.6 µM; 0.61% of 370,000 active;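 active means lowest replicate activation of at least 40%, so every replicate reaches that level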;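 further: 0% = median of neutral control wells and 100% = median of IBMX positive control wells; some compounds called inactive have numbers as strong as hits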
* hit, by the source's call; / = no result given; & = joins results of further samples.

nr | SMILES | ARNT TACC3 PPI | Cneo AK release | Statin myotox sup | PAX8 inh HTS | PGC1a acetyl inh | PglD DTNB | LGR2 inh | GSIS activator
1 | O=C(COc1ccccc1)NCC(=O)N/N=C/c1cccs1 | / | -3 | -5 | 14 | 2 | -1 | 19 | 6
2 | CCc1ccccc1NC1c2ccccc2C(=O)N1Cc1ccco1 (stereo not drawn) | 1 | 1 | -4 | 1 | -14 | -4 | 8 | /
3 | O=C(O)C1CC=CCC1C(=O)NCc1ccccc1 (stereo not drawn) | 4 | 1 | 8 | / | / | 2 | / | /
4 | CC1CN(c2ccc(S(=O)(=O)N3CCCC3)cn2)CC(C)O1 (stereo not drawn) | -3 | 1 | 4 | 5 | -7 | 1 | -2 | 6
5 | Cc1ccccc1-c1noc(-c2ccccc2C(=O)N2CCCC2)n1 | 0 | 1 | 9 | / | -14 | -5 | / | /
6 | CCc1cc(C(=O)N/N=C/c2ccc(O)cc2O)c2ccccc2n1 | 23 | 3 | 24 | 67* | / | 1 | 34 | -11
7 | Cc1noc(C)c1NC(=O)N(C)C[C@@H]1OCCCC[C@H](C)Oc2ccc(NC(=O)NC(C)C)cc2C(=O)N([C@H](C)CO)C[C@@H]1C | 7 | 12 | / | -4 | 6 | 1 | -10 | -2
8 | COc1ccc(NS(=O)(=O)c2cc(N)ccc2N2CCCCC2)cc1 | / | / | -2 | 7 | -5 | / | 5 | -21
9 | CC(C)C[C@H](N)c1nnc(S(=O)(=O)Cc2ccc(F)cc2)o1 | -5 | 0 | 14 | / | -12 | 6 | / | /
10 | Cc1cccc(Nc2nc(N3CCOCC3)nc(N3CCOCC3)n2)c1 | 2 | 1 | -14 | -15 | 1 | 5 | 2 | -8
11 | Cc1cc(C)cc(NC(=O)CCC(=O)N2CCSc3ccccc32)c1 | -3 | 2 | 3 | 14 | / | -1 | 16 | -22
12 | CC(=O)c1ccc(NC(=O)C2(c3ccccc3)CCOCC2)cc1 | 10 | 1 | -37 | -160 | -6 | 1 | / | /
13 | COC(=O)[C@@H]1C[C@@]2(O)[C@@H](O)[C@@H](O)[C@@H](O)C[C@H]2N1Cc1ccc(Cl)cc1 | 2 | -5 | 10 | -3 | 0 | 2 | -1 | 4
14 | CCN1CCCC1CNC(=O)C(=O)NCCc1ccc(OC)c(OC)c1 (stereo not drawn) | -3 | / | / | 1 | 21 | / | / | -4
15 | Cn1c(=O)c2c(nc(NCCO)n2CCCc2ccccc2)n(C)c1=O | 3 | -1 | 1 | 4 | -13 | -5 | 2 | -6
16 | CO[C@H]1CN(C)C(=O)c2cc(NS(=O)(=O)CC(F)(F)F)ccc2OC[C@@H](C)N(C(=O)NC(C)C)C[C@H]1C | -18 | -1 | -9 | 9 | 14 | -1 | -18 | 11
17 | CCOc1ccccc1NC(=O)C1CCCN1S(=O)(=O)c1ccccc1C(F)(F)F (stereo not drawn) | 0 | 1 | 3 | 18 | 10 | -4 | 13 | -5
18 | COc1ccc(N(CC(=O)N2CCN(c3ccc(Cl)cc3)CC2)S(=O)(=O)c2c(C)noc2C)cc1 | -2 | 2 | 5 | 22 | -8 | -1 | 14 | -22
19 | CC(=O)c1cccc(NC(=O)C2CCN(S(=O)(=O)c3c(C)n[nH]c3C)CC2)c1 | -2 | 2 | 8 | / | 0 | -1 | / | /
20 | CC(=O)O[C@@H](C[C@@H](C)C1=C2C[C@H](O)C3[C@@]4(C)CCC(=O)C(C)(C)C4CC[C@]3(C)[C@@]2(C)CC1)[C@H]1OC1(C)C (stereo partly drawn) | -3 | 1 | -3 | -2 | 16 | 2 | 36 | -12

Fetched by compound from the list above, three records:
nr | SMILES | ARNT TACC3 PPI | Cneo AK release | Statin myotox sup | PAX8 inh HTS | PGC1a acetyl inh | PglD DTNB | LGR2 inh | GSIS activator
14 | CCN1CCCC1CNC(=O)C(=O)NCCc1ccc(OC)c(OC)c1 (stereo not drawn) | -3 | / | / | 1 | 21 | / | / | -4
18 | COc1ccc(N(CC(=O)N2CCN(c3ccc(Cl)cc3)CC2)S(=O)(=O)c2c(C)noc2C)cc1 | -2 | 2 | 5 | 22 | -8 | -1 | 14 | -22
3 | O=C(O)C1CC=CCC1C(=O)NCc1ccccc1 (stereo not drawn) | 4 | 1 | 8 | / | / | 2 | / | /

(list continues)
nr | SMILES | ARNT TACC3 PPI | Cneo AK release | Statin myotox sup | PAX8 inh HTS | PGC1a acetyl inh | PglD DTNB | LGR2 inh | GSIS activator
21 | CC1CC(=O)Nc2ccccc2N1S(=O)(=O)c1ccc(F)cc1F (stereo not drawn) | 0 | -8 | / | -1 | -14 | -2 | 7 | 5
22 | COc1ccc(-n2c(Cc3ccccc3)nnc2SCc2ccc([N+](=O)[O-])cc2)cc1 | 8 | / | / | 17 | / | / | -3 | -16
23 | CCOC(=O)c1ccc(Nc2cc(C)nc(-c3ccccc3O)n2)cc1 | -107 | -1 | -56 | / | -3 | -1 | -1 | 19
24 | COc1ccc(Cl)cc1NC(=O)C1CCN(C(=O)C2CC(=O)N(c3ccc(C)cc3)C2)CC1 (stereo not drawn) | 2 | -13 | -1 | 17 | / | 4 | 12 | -12
25 | CC(=O)Nc1ccc(S(=O)(=O)NCCC(=O)N2CCC(Cc3ccccc3)CC2)cc1 | / | 4 | -3 | 16 | / | -4 | 2 | -37
26 | CC(C)OC(=O)COc1cc(O)c2c(=O)cc(-c3ccccc3)oc2c1 | 8 | / | / | -8 | 2 | / | 4 | -13
27 | COc1ccc(OCC(O)CNS(=O)(=O)c2cccc(Cl)c2)cc1 (stereo not drawn) | / | -3 | 10 | 4 | -4 | -3 | 5 | -2
28 | CCOC(=O)C1=C(C)Nc2nc(SCC)nn2C1c1ccc(OC)cc1 (stereo not drawn) | 2 | -2 | 15 | 1 | 5 | 2 | / | -4
29 | CCCN(C(=O)CSc1nnc(-c2ccoc2C)n1N)C1CCS(=O)(=O)C1 (stereo not drawn) | -2 | 3 | -2 | -6 | -38 | / | / | /
30 | COC(=O)c1ccc(/C=N/N2C(C)CCCC2C)cc1 (stereo not drawn) | -2 | / | / | -2 | 5 | / | -82 | 3
31 | CCNC(=O)C[C@H]1CC[C@H](NC(=O)C2CCOCC2)[C@@H](CO)O1 | -1 | -1 | 1 | -5 | -6 | 1 | -9 | 17
32 | O=C(O)C1C(c2ccccc2)C(C(=O)N2CCOCC2)C1c1ccccc1 (stereo not drawn) | -7 | 0 | -7 | 4 | / | 0 | / | /
33 | COc1ccc(-c2ccc3c(c2)[C@@H]2[C@@H](CCN2C(=O)Cc2ccccn2)[C@H](CO)N3C)cc1 | 10 | -19 | 25 | 17 | 4 | 5 | 0 | -24
34 | CCOC(=O)c1ccc(NS(=O)(=O)c2ccc3c(c2)NC(=O)CCS3)cc1 | -9 | -1 | 23 | 3 | 10 | -2 | 6 | -6
35 | COC(=O)C[C@@H]1C=C[C@H](NC(=O)c2ccccc2)[C@@H](CO)O1 | -40 | 10 | 3 | -7&-2 | 2 | -3 | 4&3 | 4&18
36 | COCC(=O)Nc1ccc2c(c1)OC[C@@H](C)N(Cc1cncnc1)C[C@@H](C)[C@H](OC)CN(C)C2=O | / | / | / | -2 | 0 | / | -7 | 23
37 | C/C=C(\C)CN1CCC(n2nccc2NC(=O)CCc2ccccc2)CC1 | -3 | -2 | 4 | 7 | 3 | 1 | -5 | -2
38 | COc1ccc(OCCOC(=O)CNC(=O)c2ccc(F)cc2)cc1 | / | -1 | -1 | -7 | 7 | -5 | 0 | /
39 | O=C(Nc1ccc(C(=O)O)cc1)Nc1cccc([N+](=O)[O-])c1 | 2 | / | / | 12 | / | / | -2 | -16
40 | CC1=C(C(=O)Nc2ccc(C)cc2C)C(c2cccc([N+](=O)[O-])c2)n2nc(C(=O)OC(C)C)nc2N1 (stereo not drawn) | -3 | / | / | -2 | / | / | 19 | -4

Next part, overlapping the part above by 2 compounds.
nr | SMILES | ARNT TACC3 PPI | Cneo AK release | Statin myotox sup | PAX8 inh HTS | PGC1a acetyl inh | PglD DTNB | LGR2 inh | GSIS activator
39 | O=C(Nc1ccc(C(=O)O)cc1)Nc1cccc([N+](=O)[O-])c1 | 2 | / | / | 12 | / | / | -2 | -16
40 | CC1=C(C(=O)Nc2ccc(C)cc2C)C(c2cccc([N+](=O)[O-])c2)n2nc(C(=O)OC(C)C)nc2N1 (stereo not drawn) | -3 | / | / | -2 | / | / | 19 | -4
41 | CCOc1cc(/C=C2\NC(=O)NC2=O)ccc1OC(C)C(=O)O (stereo not drawn) | -1 | 1 | 6 | 19 | 4 | 0 | 11 | 3
42 | CC1CCc2c(sc(N)c2C(N)=O)C1 (stereo not drawn) | 32 | -1 | -16 | / | 7 | -3 | 3 | -7
43 | C[C@H](CO)N1C[C@H](C)[C@@H](CN(C)Cc2ccc(C(=O)O)cc2)Oc2ccc(NS(=O)(=O)c3ccccc3)cc2CC1=O | / | / | -43 | / | 5 | / | 4 | 4
44 | COc1ccc([C@H]2/C=C\CN(S(C)(=O)=O)[C@@H](C)C(=O)N2Cc2ccc(F)cc2)cc1 | -7 | 1 | 17 | 12 | -15 | -2 | -3 | -5
45 | COc1cccc(/C=N/n2nnc3c(cnn3-c3ccccc3)c2=O)c1 | -7 | -2 | / | / | -3 | 3 | / | /
46 | CCOc1ccccc1NC(=O)Nc1ccncc1 | -2 | -2 | -14 | -17 | / | 5 | 0 | -2
47 | CN(C)CC/C=C1\c2ccccc2COc2ccccc21 | 1 | 0 | -6 | -21 | -4 | -1 | / | /
48 | Cc1ccc(C)c(/C=C2\CCn3c2nc2cc(C(=O)O)ccc2c3=O)c1 | 3 | 5 | -4 | -10 | 24 | 5 | -5 | -4
49 | CN1CCN(C(=O)C[C@H]2C[C@@H]3c4cc(NC(=O)Cc5ccncc5)ccc4O[C@@H]3[C@@H](CO)O2)CC1 | 4 | -5 | -4 | -4 | 9 | 1 | 12 | 9
50 | COc1c(O)cccc1[C@H](O)C1CCN(CCc2ccc(F)cc2)CC1 | -1 | -1 | 7 | -8 | / | 3 | 9 | /
51 | COc1ccccc1NC(=O)Nc1ccc(-n2ccc(C(F)(F)F)n2)cc1 | -4 | 1 | / | -97 | -1 | -1 | -87 | -36
52 | CN1C(=O)CSC1=Nc1cccc(C(=O)O)c1 | -1 | 0 | 7 | 2 | / | -1 | -9 | 7
53 | Cc1cc(C(=O)NCC(=O)OCC(=O)NCC2CCCO2)ccc1[N+](=O)[O-] (stereo not drawn) | 11 | 1 | 0 | 7 | -1 | -5 | -4 | 9
54 | OC[C@H]1[C@@H](c2ccccc2)C2(CN(Cc3nccs3)C2)N1CCC(F)(F)F | / | / | / | -7 | -4 | / | -16 | -6
55 | COc1ccc(N2CCN(Cc3cc(=O)c(OCC(=O)NC4CCCC4)co3)CC2)cc1 | -1 | -2 | 22 | -11 | 11 | -1 | 22 | 5
56 | COc1cc(Cl)ccc1OCc1cc(C(=O)N2CCN(C)CC2)no1 | -2 | -4 | -4 | 8 | -1 | -4 | 13 | 12
57 | C[C@H]1CCCCO[C@H](CN(C)C(=O)Cc2ccccc2)[C@@H](C)CN([C@@H](C)CO)C(=O)c2cc(NS(=O)(=O)c3cccs3)ccc2O1 | 2 | -2 | / | -8 | 0 | -1 | -3 | -8
58 | COc1ccccc1-c1cc(C(=O)Nc2cccnc2Cl)no1 | 2 | 3 | 3 | -12 | -8 | 6 | 10 | -1
